IL2 activator: qHTS of IL-2 Activators; IL-2 activation reporter assay, cell-based qHTS; stimulated with anti-CD3/CD4/CD28 beads; in transgenic mouse T cells; activation, % (series mostly up to about 46 µM); hit rate 0.065% among 360,000; in the data active = activation above about 50%; inconclusive = mostly about 30% to 49%; also: 0% is about no effect
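Screening format: compound pinned onto unstimulated transgenic mouse T cells, 60 min incubation, then anti-CD3/anti-CD4/anti-CD28 bead stimulation for 18 hours at 37 degrees C, followed by EGFP and DsRed detection.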
WRN inhibitor: qHTS for Inhibitors of WRN Helicase. WRN helicase unwinding, fluorescent forked duplex, kinetic. hit rate 0.46% among 360,000. Potency, µM (top dose mostly 114 µM), without a hit: at the highest dose activity change, negative = inhibition, hits mostly inhibitors. Bifunctional 3'-5' exonuclease/ATP-dependent helicase WRN (Homo sapiens), Q14191; also: potency is read from the fitted curve at half-maximal effect; % is scaled to controls: 0 for no effect and ±100 for the full control effect; nearly all actives have a fitted effect of over 55% in size
Target sequence (Q14191 whole entry, looked up): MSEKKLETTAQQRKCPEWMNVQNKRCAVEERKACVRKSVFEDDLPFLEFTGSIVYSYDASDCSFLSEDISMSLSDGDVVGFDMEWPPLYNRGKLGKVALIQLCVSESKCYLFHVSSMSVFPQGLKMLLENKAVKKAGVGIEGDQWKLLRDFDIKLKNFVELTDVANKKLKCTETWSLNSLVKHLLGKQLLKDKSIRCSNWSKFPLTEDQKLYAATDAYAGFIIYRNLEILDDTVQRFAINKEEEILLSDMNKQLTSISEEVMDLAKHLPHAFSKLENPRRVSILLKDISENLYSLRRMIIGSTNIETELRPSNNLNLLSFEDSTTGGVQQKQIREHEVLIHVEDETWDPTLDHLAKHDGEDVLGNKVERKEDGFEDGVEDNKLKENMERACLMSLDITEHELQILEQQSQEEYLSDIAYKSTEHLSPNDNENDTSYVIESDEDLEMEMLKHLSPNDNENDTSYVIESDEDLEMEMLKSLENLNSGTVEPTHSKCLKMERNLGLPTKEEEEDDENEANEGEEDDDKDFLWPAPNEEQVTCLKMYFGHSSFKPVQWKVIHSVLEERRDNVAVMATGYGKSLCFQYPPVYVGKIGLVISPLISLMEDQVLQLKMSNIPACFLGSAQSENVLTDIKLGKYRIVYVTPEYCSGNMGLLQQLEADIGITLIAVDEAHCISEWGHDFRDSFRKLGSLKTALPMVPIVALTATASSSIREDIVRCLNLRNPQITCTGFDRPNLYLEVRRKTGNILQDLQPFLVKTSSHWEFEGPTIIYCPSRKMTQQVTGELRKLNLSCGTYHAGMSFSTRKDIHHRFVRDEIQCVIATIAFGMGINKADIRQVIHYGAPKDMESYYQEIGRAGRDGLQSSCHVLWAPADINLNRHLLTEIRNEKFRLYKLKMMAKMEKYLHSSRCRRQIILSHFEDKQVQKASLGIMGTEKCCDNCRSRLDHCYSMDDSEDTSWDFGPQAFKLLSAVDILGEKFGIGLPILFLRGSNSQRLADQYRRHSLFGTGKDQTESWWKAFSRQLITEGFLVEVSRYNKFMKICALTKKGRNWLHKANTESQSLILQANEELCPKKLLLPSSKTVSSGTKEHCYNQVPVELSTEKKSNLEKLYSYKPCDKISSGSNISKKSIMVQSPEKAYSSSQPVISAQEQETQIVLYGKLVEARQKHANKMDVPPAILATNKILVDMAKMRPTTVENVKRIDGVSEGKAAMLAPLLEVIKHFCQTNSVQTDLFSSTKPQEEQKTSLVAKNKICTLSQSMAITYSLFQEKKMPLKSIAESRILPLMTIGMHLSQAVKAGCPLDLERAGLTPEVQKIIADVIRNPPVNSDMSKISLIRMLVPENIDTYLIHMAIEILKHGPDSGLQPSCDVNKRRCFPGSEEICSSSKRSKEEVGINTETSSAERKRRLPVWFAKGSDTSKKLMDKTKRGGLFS
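Primary qHTS, 1536-well format. 20 nM WRN + compound, 15 min RT; start with 100 nM forked fluorophore/quencher duplex, 2 mM ATP (final); kinetic read ex 525/em 598 nm.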
PLK1 PBD inh: qHTS for Inhibitors of PLK1-PDB (polo-like kinase 1 - polo-box domain): Primary Screen; Plk1 PBD binding of FITC phosphopeptide, fluorescence polarization; Potency, µM, for inactives: max response, negative = inhibition, most hits filed as inhibitors; Serine/threonine-protein kinase PLK1 (Homo sapiens), P53350; AID 720504, 2013; hit rate 2.8% among 360,000; also: potency is read from the fitted curve at half-maximal effect; series mostly up to about 57 µM; % is scaled to controls: 0 for no effect and ±100 for the full control effect; nearly all actives have a fitted effect of over 65% in size
aSyn yeast inh: qHTS of alpha-syn Inhibitors. Yeast expressing alpha-synuclein, growth rescue, BacTiter-Glo, 24 h. Potency, µM (highest dose often 46.1 µM), without a hit: top-dose growth rescue (activation), most hits filed as activators. hit rate 0.14% among 370,000. AID 652106, 2013; also: potency is read from the fitted curve at half-maximal effect; % of control where 0% means no effect; nearly all actives have a fitted effect of over 65% in size
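Readout is rescue of growth in alpha-synuclein-expressing yeast, so inhibitors of toxicity appear as activators. Growth after 24 hr at 30 deg C in galactose medium is quantified by luminescence.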
PI5P4Ka inh: qHTS for Inhibitors of phosphatidylinositol 5-phosphate 4-kinase (PI5P4K); Phosphatidylinositol 5-phosphate 4-kinase type-2 alpha (Homo sapiens), P48426; PI5P4Kalpha enzyme, ADP-Glo luminescence, 60 min; stronger effect = lower value; max response, %; hit rate 1.2% among 330,000; AID 652105, 2013; active = max response of -50% or lower; inconclusive = between -30% and -50%; inactive = -30% or higher; also: value at the top dose of about 77 µM; % is scaled to controls: 0 for no effect and ±100 for the full control effect
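Quantitative HTS of the MLSMR library against PI5P4Kalpha with substrate. ATP added last at 5 microM final; room temperature, 60 minutes. Remaining ATP depleted, ADP converted and read as luminescence.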
EPAC1 agonist: qHTS for Agonist of cAMP-regulated guanine nucleotide exchange factor 3 (EPAC1): primary screen; EPAC1 agonist qHTS, biochemical assay; response scale: 100% = response to 6.5 mM cAMP; Potency, µM (series often up to 154 µM), inactives show at the top dose activation, most hits filed as activators; hit rate 0.073% among 360,000; also: potency is read from the fitted curve at half-maximal effect; nearly all actives have a fitted effect of over 60% in size
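Compounds were pinned as a concentration titration into mixtures of EPAC1 (100 nM), BODIPY-GDP-loaded Rap1B (250 nM) and GDP (50 uM). After 5 min at room temperature, fluorescence was followed for 30 min; activity was scaled to 6.5 mM cAMP.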
FUS yeast rescue: qHTS for Suppressors of FUS Proteinopathy: Primary screen using FUS-linked yeast assay. hit rate 0.24% among 390,000. Potency, µM (doses to about 76.6 µM), inactives show at the top dose growth rescue (activation), most hits filed as activators. AID 1347120, 2019. S. cerevisiae FUS-expressing, growth rescue, OD600, 24 h;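 also: potency is read from the fitted curve at half-maximal effect; plate controls were DMSO vehicle for no effect and reference control for full effect; nearly all actives have a fitted effect of over 55% in size; some results filed as inactive show a strong effect at the top dose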
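Read-out: OD at 600 nm after 24hr at 30C, reporting rescue of FUS-induced yeast toxicity. Cells at OD 0.005 in galactose (2%) minimal medium; compounds tested in a dilution series; CP55940 titration from 92uM final as control.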
Abeta yeast res: qHTS for compounds that reverse cellular toxicity of Amyloid beta (A-beta) peptide in yeast: Primary Screen; hit rate 0.063% among 410,000; yeast expressing A-beta42, growth rescue, OD600, 48 h; response scale: 0% DMSO, 100% iron-clioquinol control; Potency, µM (series often up to 46.1 µM), without a hit: at the highest dose growth rescue, hits mostly activators; AID 1347071, 2019; also: potency is read from the fitted curve at half-maximal effect; nearly all actives have a fitted effect of over 55% in size
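Yeast growth medium received pinned compounds, then yeast cells expressing toxic A-beta were added; plates incubated at 30 C for 48 hr. Growth read as absorbance at 600 nm, normalized to DMSO and equimolar FeCl3 plus clioquinol controls.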
EPAC1 antagonist: qHTS for Antagonist of cAMP-regulated guanine nucleotide exchange factor 3 (EPAC1): primary screen; AID 720709, 2013; Potency, µM (titrated, usually from 115 µM), for the others: top-dose activity change, negative = inhibition, hits mostly inhibitors; hit rate 0.14% among 360,000; EPAC1 GEF assay, Rap1b-BODIPY-GDP exchange fluorescence;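 also: potency is read from the fitted curve at half-maximal effect; plate controls were vehicle for no effect and positive control for full effect; nearly all actives have a fitted effect of over 50% in size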
The depositor's hits bear a star; ? = inconclusive; · = no result given; [ ] = remark or other dose. Unless noted, calls follow the shape of the dose curve; as a rule, active = well fitted curve in the direction sought with a large enough effect; inconclusive = small, poorly fitted or top-dose-only effect, or another doubt; inactive = no such curve, though single readings can be large; an effect the other way counts as inactive or inconclusive.

Value order: EPAC1 agonist	FUS yeast rescue	EPAC1 antagonist	WRN inhibitor	Abeta yeast res	PLK1 PBD inh	PI5P4Ka inh	aSyn yeast inh	IL2 activator
> COc1ccc(C(CNC(=O)c2oc3ccc(Br)cc3c2C)N2CCCCC2)cc1 (stereo not drawn)
→ 15%	5%	9%	-3%	2%	0%	4	0%	0.2
> COc1ccc([C@H]2CC(=O)C[C@@H](CCn3cc(C)nn3)O2)cc1
→ -9%	-14%	-16%	7%	-16%	0%	18	-6%	-0.1
> COc1ccc(S(=O)(=O)N[C@H]2CC[C@H](CCNC(=O)c3ccccc3F)O[C@@H]2CO)cc1
→ 11%	6%	5%	1%	-1%	-8%	-4	0%	0.4
> Cn1c(Cn2cnc([N+](=O)[O-])n2)nnc1SCC(=O)Nc1ccccc1
→ 5%	13%	-16%	13%	2%	-2%	0	-5%	-3.0
> O=C(COc1ccc2c(c1)oc(=O)c1ccccc12)N[C@@H](Cc1ccccc1)C(=O)O
→ -19%	9%	8%	-5%	5%	3%	-1	-1%	1.3
> Oc1ccc(Nc2nc(Cl)nc(NCc3ccco3)n2)cc1
→ 6%	·	14%	7%	2%	-8%	0	3%	0.2
> CCCCn1c(=O)[nH]c(=O)c2c1nc(-c1ccncc1)n2CCOC
→ 2%	6%	-16%	1%	12%	-2%	1	5%	-2.0
> CCCCCC(=O)N1CC2(CC(c3cccc(NC(=O)COc4ccc(Cl)cc4)c3)=NO2)C[C@@H]1C(N)=O (stereo partly drawn)
→ -9%	?	-2%	2%	0%	1%	-1	-3%	-0.6
> O=C(O)c1ccc(CN2C[C@@H](CO)O[C@@H](n3cnc4c(N5CCOCC5)ncnc43)C2)cc1
→ -3%	-12%	-16%	-8%	5%	-12%	-10	-4%	0.7
> CC1=C(C(=O)N(C)C)CC(CC(=O)NCCc2ccccn2)C(=O)N1CCCN1CCCC1=O (stereo not drawn)
→ 5%	-14%	-24%	-3%	-5%	1%	7	0%	-2.3

(listing goes on)
Value order: EPAC1 agonist	FUS yeast rescue	EPAC1 antagonist	WRN inhibitor	Abeta yeast res	PLK1 PBD inh	PI5P4Ka inh	aSyn yeast inh	IL2 activator
> Cc1ccccc1S(=O)(=O)Nc1cccnc1
→ 1%	20%	16%	-15%	3%	-5%	3	-6%	-1.8
> COc1ccc2c(c1)CCCC(Br)C2=O (stereo not drawn)
→ 5%	·	2%	-2%	-36%[inhibitor]	11µM*	-19	-12%	-3.7
> O=C(N/N=C/c1ccc2c(c1)OCO2)c1cc(-c2ccco2)nc2ccccc12
→ -1%	50%	-24%	-6%[11.6 µM]	-5%	-25%	-55*	2%	-3.4
> Cc1ccc(C2=NS(=O)(=O)N(C)C(C(=O)NCc3ccco3)=C2)cc1
→ 2%	-12%	-8%	-3%	5%	0%	3	1%	-1.3
> Cc1[nH]c2ccccc2c1/C=N/Nc1ccccc1[N+](=O)[O-]
→ 17%	7%	-2%	-8%	6%	-7%	2	-11%	0.2
> CC1(C(=O)N2Cc3ccccc3C2)CCN1C(=O)C1(c2ccccc2)CC1 (stereo not drawn)
→ -17%	-8%	-3%	0%	-6%	7%	-2	10%	-0.4
> CC(C)c1ccc(/C=c2\sc3n(c2=O)C(N)=C(C#N)C(c2ccc(C(C)C)cc2)C=3C(N)=O)cc1 (stereo not drawn)
→ 9%	18%	-10%	2%	16%	-9%	?	4%	-2.2
> COC(=O)CN1C(=O)COc2ccc(S(=O)(=O)N3CCOCC3)cc21
→ 0%	25%	-26%	4%	9%	2%	0	0%	3.3
> CC(C)c1nnc(NC(=O)C2CCN(c3nc4ccccc4s3)CC2)s1
→ 3%	17%	5%	0%	9%	3%	·	10%	0.4
> CCC(C)(C)n1nnnc1C(c1ccc2ncccc2c1)N1CCN(Cc2ccc3c(c2)OCO3)CC1 (stereo not drawn)
→ 11%	26%	-7%	-12%	-33%	-8%	·	-7%	1.5

Following part:
Value order: EPAC1 agonist	FUS yeast rescue	EPAC1 antagonist	WRN inhibitor	Abeta yeast res	PLK1 PBD inh	PI5P4Ka inh	aSyn yeast inh	IL2 activator
> CCc1c(C)nc2ncnn2c1NCCc1ccc(OC)cc1
→ 11%	2%	7%	-7%	6%	-1%	·	0%	-1.8
> Cn1c(=O)[nH]c2cc(Cl)cnc21
→ 21%	-13%	-18%	-6%	7%	-20%	0	8%	0.4
> O=C(Cc1cccc2ccccc12)Nc1ccc(Br)cc1C(=O)O
→ -3%	-16%	-13%	-4%	-3%	-23%	-6	0%	5.7
> CCc1ccccc1NC(=O)N[C@@H](C)C(=O)O
→ 2%	-8%	4%	-2%	-1%	0%	·	2%	-1.9
> O=C(Nc1ccccc1-c1nc2ccccc2s1)C1=COCCO1
→ -12%	·	-22%	-32%	-7%	-11%	22	1%	-0.7
> Cc1ccn(CCC(=O)N2CCCC(CCC(=O)NCc3ccc(F)c(F)c3)C2)n1 (stereo not drawn)
→ -10%	7%	-9%	-6%	-3%	-1%	-1	2%	1.2
> CCOC(=O)c1c(C)oc2cc(Br)c(OC(C)C(=O)OCC)cc12 (stereo not drawn)
→ 14%	37%	-12%	-5%	-21%	-5%	·	-11%	0.0
> CN1CCN(c2ccccc2NC(=O)c2ccc(-c3cccc([N+](=O)[O-])c3)o2)CC1
→ -4%	·	-20%	-2%	-6%	-14%	1	-3%	0.3
> CCCOC(=O)c1ccc(N2C(=O)c3ccccc3C2=O)cc1
→ 0%	-1%	-2%	-24%[57.1 µM]	-9%	-3%	13	2%	5.3
> O=C1NC2(CCCC2)C(=O)N1Cc1cc(=O)n2ccsc2n1
→ -1%	20%	5%	-7%	-10%	-8%	-13	-1%	-2.5

Next part
Value order: EPAC1 agonist	FUS yeast rescue	EPAC1 antagonist	WRN inhibitor	Abeta yeast res	PLK1 PBD inh	PI5P4Ka inh	aSyn yeast inh	IL2 activator
> Cc1ccc(C(C)C)c(OCC(=O)NN=C2CCCC2)c1
→ -9%	13%	-2%	2%	-1%	-2%	-4	5%	-2.3
> O=C(NC(=S)Nc1ccc(CN2CCOCC2)cc1)c1ccc(-c2cccc(Cl)c2)o1
→ 18%	27%	-3%	-6%	18%	-4%	2	2%	-0.6
> Cc1cc(C)n(-c2nc(SCC(=O)O)c3c4c(sc3n2)COC(C)(C)C4)n1
→ -1%	10%	9%	-9%	-12%	-7%	-2	?	0.5
> N#CCCN(NC(=O)OCc1ccccc1)C(=O)OCc1ccccc1
→ -5%	·	14%	3%	-1%	-5%	2	4%	1.3
> CC(=O)N1c2ccc(S(=O)(=O)NCCC(=O)NCCc3cccc(C)c3)cc2CC1C (stereo not drawn)
→ 3%	3%	4%	5%	2%	-20%	-2	0%	2.0
> C[C@H](NC(=O)c1nc[nH]c1C(=O)N[C@@H](CCCCNC(=O)OC(C)(C)C)C(=O)OC(C)(C)C)C(=O)OCc1ccccc1
→ -24%	?	?	-11%	9%	-1%	14	-12%	-4.6
> Cc1ccc(N2CC(C(=O)Nc3ccc4c(c3)OCCO4)CC2=O)cc1 (stereo not drawn)
→ 4%	-3%	4%	2%	4%	-7%	·	5%	0.8
> Cc1ccccc1CN1CCNC(=O)C1CC(=O)N(C)CCC1CCOCC1 (stereo not drawn)
→ -3%	6%	0%	0%	5%	-2%	-1	-5%	-2.4
> C[C@H](CO)N1C[C@H](C)[C@@H](CN(C)S(=O)(=O)c2ccccc2)Oc2c(cccc2N(C)C)C1=O
→ -20%	-10%	-5%	6%	4%	-4%	-7	11%	-0.3
> O=C1CCCc2c1cnc1ncnn21
→ 7%	-10%	-4%	2%	-6%	-14%	2	-6%	-2.0

Results in Abeta yeast res and PI5P4Ka inh (2 entries from above):
SMILES,Abeta yeast res,PI5P4Ka inh
C[C@H](CO)N1C[C@H](C)[C@@H](CN(C)S(=O)(=O)c2ccccc2)Oc2c(cccc2N(C)C)C1=O,4%,-7
N#CCCN(NC(=O)OCc1ccccc1)C(=O)OCc1ccccc1,-1%,2

(cont.)
Value order: EPAC1 agonist	FUS yeast rescue	EPAC1 antagonist	WRN inhibitor	Abeta yeast res	PLK1 PBD inh	PI5P4Ka inh	aSyn yeast inh	IL2 activator
> O=C(CC(c1cccs1)S(=O)(=O)c1ccccc1)c1ccc(F)cc1 (stereo not drawn)
→ -2%	-5%	-11%	-1%	-4%	4%	-3	-16%	-0.2
> O=c1[nH]c(=O)n([C@H]2C[C@H](O)[C@@H](CO)O2)cc1C(F)(F)F
→ -25%	-23%	8%	7%	-18%	-13%	-12	-5%	0.0
> CC(O)c1nc2ccc(Cc3ccc4nc(C(C)O)[nH]c4c3)cc2[nH]1 (stereo not drawn)
→ 3%	13%	-8%	4%	10%	-4%	0	12%	0.1
> Cc1ccc(C2C3=C(CC(C)(C)CC3=O)N=C3c4ccccc4C(=O)C32)cc1 (stereo not drawn)
→ 11%	30%	-7%	-23%	-8%	-10%	-6	1%	0.2
> Cc1cnc(N=Nc2ccccc2)[nH]1
→ -5%	15%	-5%	1%	-10%	4%	-22	-25%	0.9
> COc1cc(/C=N/Nc2cccc(C)c2)ccc1OC(=O)c1cccs1
→ 6%	·	-25%	-25%	-4%	-9%	-7	0%	-0.2
> COc1ccc(C(=O)NCc2nnc(SCC(=O)Nc3nc4ccccc4s3)o2)cc1OC
→ 3%	·	-3%	-5%	14%	-2%	16	5%	2.3
> Cc1ccc2[nH]cc(CCNC(=O)CN3C(=O)c4ccccc4C3=O)c2c1
→ -12%	8%	-3%	0%	12%	-19%	-4	13%	-3.3
